# HTT aggregate = qHTS Multiplex Assay to Identify Dual Action Probes in a Cell Model of Huntington: Aggregate Formation (GFP); Potency, µM (doses to about 46.1 µM), inactives show top-dose activity change, negative = inhibition, hits mostly inhibitors; AID 1688, 2009; 220,000 tested, 1.1% active; PC12 HttQ103-GFP aggregates, Acumen cytometry, 40 h; note: % is set by controls: 0 for no effect and ±100 for the full control effect; nearly all actives have a fitted effect of over 60% in size
#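 Quantitative HTS on tebufenozide-induced (100 nM) PC12 cells stably expressing polyQ103 Huntingtin exon 1–GFP. Reduction of bright GFP aggregates, detected by laser scanning cytometry after lysis, identified actives across the titration.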
# Tau FP inhib = qHTS for Inhibitors of Tau Fibril Formation, Fluorescence Polarization; Potency, µM (titrated, usually from 57.7 µM), for the others: at the top dose activity, negative = inhibition, actives largely listed as inhibitors; K18 P301L tau heparin fibrillization, Alexa594 FP, 6 h; Microtubule-associated protein tau (Homo sapiens), P10636; 280,000 tested, 0.39% active; note: % is set by controls: 0 for no effect and ±100 for the full control effect; nearly all actives have a fitted effect of over 55% in size
# Target sequence (P10636 561-689 P618L limits assumed): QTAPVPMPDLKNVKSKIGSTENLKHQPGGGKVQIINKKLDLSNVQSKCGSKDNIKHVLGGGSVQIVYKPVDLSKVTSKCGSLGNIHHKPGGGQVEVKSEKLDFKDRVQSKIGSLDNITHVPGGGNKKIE
#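 Read-out: fluorescence polarization of Alexa 594-labeled tau (0.24 uM), 555 nm excitation, 632 nm emission. Mixtures held 15 uM unlabeled K18 P301L, compound and 20 uM heparin, pH 7 acetate buffer, incubated 6 hr at 37 C.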
# SMN2 splice up = qHTS Assay for Enhancers of SMN2 Splice Variant Expression | HEK293 SMN2-luciferase splicing reporter, luminescence, 30-36 h | Potency, µM (series often up to 46.1 µM), for inactives: at the highest dose activity change, positive = activation, actives largely listed as activators | 210,000 tested, 2.8% active | AID 1458, 2008; note: % of control where 0% means no effect; nearly all actives have a fitted effect of over 55% in size
#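 qHTS luciferase splicing reporter: luminescence rises when SMN2 exon 7 is included in transfected HEK293 cells. Compound exposure lasted 30-36 h at 37C, with 4.5 mM final sodium butyrate as control, followed by a ONE-Glo read.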
# KDM4E inh = qHTS Assay for Inhibitors of Human Jumonji Domain Containing 2E (JMJD2E); JMJD2E catalytic domain, FDH-coupled NADH fluorescence (FDH is formaldehyde dehydrogenase); 230,000 tested, 1.6% active; Potency, µM (titrated, usually from 57.1 µM), inactives show top-dose activity change, negative = inhibition, actives largely listed as inhibitors; active = well fitted inhibition curve with a large enough effect, not every such curve was filed as active; inconclusive = small, poorly fitted or top-dose-only effect, or another doubt; inactive = no such curve, though single readings can be large or run the other way;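 note: 0% = wells with enzyme and -100% = buffer wells without enzyme; nearly all actives have a fitted effect of over 50% in size; many of its hits are not listed in these tables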
# Target sequence (B2RXH2 1-337 limits assumed): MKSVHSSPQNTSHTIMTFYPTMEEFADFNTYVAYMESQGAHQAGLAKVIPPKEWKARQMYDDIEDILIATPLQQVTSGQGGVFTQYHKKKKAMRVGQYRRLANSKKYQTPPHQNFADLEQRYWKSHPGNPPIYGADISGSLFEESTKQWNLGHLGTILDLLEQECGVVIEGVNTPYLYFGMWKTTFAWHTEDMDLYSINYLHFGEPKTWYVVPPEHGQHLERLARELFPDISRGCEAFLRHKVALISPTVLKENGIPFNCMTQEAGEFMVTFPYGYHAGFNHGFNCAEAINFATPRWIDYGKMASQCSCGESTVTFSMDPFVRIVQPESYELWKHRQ
# HTT ATP protect = qHTS Multiplex Assay to Identify Dual Action Probes in a Cell Model of Huntington: Cytoprotection (ATP) | Potency, µM (doses to about 56.4 µM), for inactives: cytoprotection (ATP increase), most hits filed as activators | PC12 HTT-Q103 induced, cytoprotection, ATP luminescence, 40 h | 230,000 tested, 0.14% active;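 note: % of control where 0% means no effect; nearly all actives have a fitted effect of over 45% in size; toxic huntingtin expression switched on by the ecdysone agonist tebufenozide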
#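 PC12 cells with ecdysone-inducible HTT exon 1 Q103-GFP, induced with 100 nM tebufenozide and co-treated with library compounds in a dose series (1536-well, 1500 cells/well). Cytoprotection read as ATP content by ATPlite luminescence.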
# Tau fibril ThT = qHTS for Inhibitors of Tau Fibril Formation, Thioflavin T Binding. recombinant tau K18 P301L, heparin-induced fibrillization, ThT fluorescence. Potency, µM (titrated, usually from 57.4 µM), without a hit: at the top dose activity, negative = inhibition, usual class: inhibitors. Microtubule-associated protein tau (Homo sapiens), P10636. 270,000 tested, 2.1% active. AID 1460, 2008; note: % is set by controls: 0 for no effect and ±100 for the full control effect; nearly all actives have a fitted effect of over 55% in size
#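 Heparin-induced fibrillization of the P301L-mutant K18 repeat-domain fragment of human tau was followed by ThT binding in quantitative high-throughput format.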
# Tau fluor cs = Counterscreen qHTS for Inhibitors of Tau Fibril Formation, Fluorescence Polarization | tau K18 P301L (four-repeat tau fragment) Alexa594 fluorescence, heparin fibrillization | Potency, µM (titrated, usually from 57.7 µM), for the others: at the highest dose activity change, negative = decrease | 280,000 tested, 0.93% active; note: % is set by controls: 0 for no effect and ±100 for the full control effect; nearly all actives have a fitted effect of over 55% in size
#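 Human K18 P301L tau (15 uM unlabeled plus 0.24 uM Alexa 594-labeled, final) in 100 mM sodium acetate pH 7 was mixed with compound and 20 uM heparin and incubated 6 hr at 37 C.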
# ALDH1A1 block = qHTS Assay for Inhibitors of Aldehyde Dehydrogenase 1 (ALDH1A1) | 220,000 tested, 7.3% active | AID 1030, 2008 | Purified ALDH1A1, NADH fluorescence, propionaldehyde substrate | Potency, µM (titrated, usually from 75.3 µM), without a hit: at the highest dose activity, negative = inhibition, hits mostly inhibitors | Aldehyde dehydrogenase 1A1 (Homo sapiens), P00352; active = well fitted inhibition curve with a large enough effect, not every such curve was filed as active; inconclusive = small, poorly fitted or top-dose-only effect, or another doubt; inactive = no such curve, though single readings can be large or run the other way;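 note: plate controls were no enzyme wells and a reference inhibitor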
# Target sequence (P00352 whole entry, looked up): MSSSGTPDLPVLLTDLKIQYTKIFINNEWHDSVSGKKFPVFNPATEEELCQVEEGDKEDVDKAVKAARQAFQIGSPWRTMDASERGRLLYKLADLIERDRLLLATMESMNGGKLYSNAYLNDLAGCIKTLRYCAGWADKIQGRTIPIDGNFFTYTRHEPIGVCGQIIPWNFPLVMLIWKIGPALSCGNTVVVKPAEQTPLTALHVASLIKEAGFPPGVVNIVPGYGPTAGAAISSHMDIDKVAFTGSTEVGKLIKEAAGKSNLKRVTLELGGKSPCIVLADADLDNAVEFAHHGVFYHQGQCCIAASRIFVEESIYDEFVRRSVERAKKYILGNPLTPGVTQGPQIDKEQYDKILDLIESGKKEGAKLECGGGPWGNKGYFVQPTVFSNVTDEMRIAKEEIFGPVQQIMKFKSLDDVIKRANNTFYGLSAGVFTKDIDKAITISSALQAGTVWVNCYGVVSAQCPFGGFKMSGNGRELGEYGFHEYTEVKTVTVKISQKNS
# Starred values were filed as active, the others as inactive; ? = inconclusive; nt = not tested or not shown; & = joins results of further samples; [ ] = dose if it differs, or a comment. Unless noted, calls come from the whole dose curve; as a rule, active = well fitted curve in the direction sought with a large enough effect; inconclusive = small, poorly fitted or top-dose-only effect, or another doubt; inactive = no such curve, though single readings can be large; an effect the other way counts as inactive or inconclusive. Potency is the fitted concentration of half-maximal effect.
mol,HTT aggregate,Tau FP inhib,SMN2 splice up,KDM4E inh,HTT ATP protect,Tau fibril ThT,Tau fluor cs,ALDH1A1 block
Cc1cc(C)c(C)c(S(=O)(=O)N2CCNCC2)c1C,2%,-4%,-6%,9%,-28%,-5%,-5%,6%
Cc1ccc(Cn2nc(C)c(/C=N/NC(=O)c3cccnc3)c2C)cc1,7%,-6%,-1%,6%,-7%,-6%,-6%,-2%
CCN1C(=O)c2ccc(C(=O)NCc3ccc4c(c3)OCO4)cc2C1=O,-7%,-7%,8%,5%,13%[10 µM],-4%,-3%,?
CCC(c1nnnn1Cc1ccc(F)cc1)N1CCN(C)CC1 (stereo unspecified),?,5%,-7%,-7%,-62%[inhibitor][10 µM],2%,-2%,-4%
O=C(CSc1nc2ccccc2s1)N1CCCCC1,-9%,4%,20µM*,-2%,-22%,?,-15%,4.5µM*
CC(=O)Nc1ccc(-n2c(CCC(=O)O)ccc2-c2ccc(C)cc2)cc1,nt,-6%,-1%,nt,nt,?,-24%,nt
O=C(Nc1ccc(Nc2ccccc2)cc1)C(Cl)Cl,?,?,-17%,-10%,28%[10 µM],?,?,13µM*
COc1ccc(S(=O)(=O)c2cn(C)c3ccc(C)cc3c2=O)cc1,nt,-6%,-9%,nt,nt,-6%,-4%,nt
CNc1cnn(-c2ccc(C)cc2)c(=O)c1Cl,-3%,8%,11µM*,3%,-21%,-1%,4%,2%
COCCN1CN=C(Nc2nc3ccccc3s2)NC1,1%,-2%,4%,8%,0%,-7%,-2%,10%
O=C(Nc1ccc(S(=O)(=O)NC2=NCCCCC2)cc1)c1ccccc1Cl,0%[9.22 µM],3%,nt,8%,4%[10 µM],-1%,-5%,nt
COCCCNC(=O)CCn1c(=O)c2ccccc2n(CC(=O)Nc2c(C)cc(C)cc2C)c1=O,nt,3%,16%,nt,nt,6%,4%,nt
COc1ccccc1-c1nnc(SCc2ccccn2)n1C,-8%,9%,3%,-7%,-12%[10 µM],-1%,9%,-1%
CCCCCCCCCCCCC(=O)CCCCC(=O)O,-2%[9.22 µM],-8%,nt,5%,12%[10 µM],?,-8%,-7%
CC(C)C[C@H](NC(=O)c1nc[nH]c1C(=O)N1CCC(C)CC1)C(=O)OC(C)(C)C,7%[9.22 µM],0%,nt,4%,1%[10 µM],-1%,-5%,nt
c1ncc(CC2CCNCC2)[nH]1,nt,-3%&12%,0%,5%,?,1%&-7%,6%&-4%,-7%&1%
O=[N+]([O-])c1ccc2nc(-[n+]3c(-c4ccccc4)cc(-c4ccccc4)cc3-c3ccccc3)[nH]c2c1,?,5%,-43%[inhibitor],-1%,nt,?,-24%,?
CC(C)OCCCNC(=O)c1ccc(N(C)S(C)(=O)=O)cc1,-10%,1%,-14%,3%,3%[1.9 µM],1%,1%,3%
N#Cc1cc2sc3nnc(-c4ccncc4)n3c2cc1C#N,nt,?,-7%,-14%,13µM*,?,-21%,2%
CCC(C)NC(=O)c1ccc(NC(=O)C2CCCO2)cc1 (stereo unspecified),?,-1%,21%,-2%,7%,-6%,-4%,0%
CCOc1ccc(/C=C2\SC(=S)N(CCC(=O)O)C2=O)cc1,30%[9.22 µM],3%,nt,5%,6%[10 µM],?,-1%,nt
CC(OC(=O)c1cccc(S(=O)(=O)Nc2ccccc2F)c1)C(=O)NCc1ccc2c(c1)OCO2 (stereo unspecified),15%,3%,-1%,0%,5%[10 µM],-6%,-24%,3%
COC(=O)c1ccc(NS(=O)(=O)c2ccc(SC)cc2)cc1,?,?,-53%[inhibitor],4%,-10%[10 µM],2%,?,?
O=C(NNc1ccccc1Br)C(=O)n1ccc2ccccc21,2%,2%,-5%,4%,3.5µM*,-9%,-9%,4%
Cc1cc(C)c2oc(-c3ccc(C)c(NC(=S)NC(=O)c4cccs4)c3)nc2c1,1%,-5%,-43%[inhibitor],-12%,7%,-10%,-7%,?
O=C(Nc1ccc(F)cc1)Nc1ccc(N2CCOCC2)c2nonc12,-13%[9.22 µM],14%,?,-5%,-33%[10 µM],2.8µM*,-23%,4%
O=C(COc1ccccc1/C=C1\SC(=O)NC1=O)Nc1ccc(F)cc1,2%,?,-11%,?,-3%,1%,9%,-15%
CCn1c2ccc(F)cc2c2nnc(NN)nc21,-13%,8%,-1%,2%,10%[10 µM],5%,2%,7.1µM*
CN(C)c1ccc([N+](=O)[O-])cc1C(=O)O,-21%,-4%,12%,-7%,27%[10 µM],-16%,-2%,34%[activator]
COc1cccc(/C=N/NC(=O)CC2C(=O)NN=C2C)c1OC (stereo unspecified),4%,-3%,2%,?,-16%,-9%,-10%,?
Cc1ccc(/C=C/C(=O)Nc2nnc(SCc3ccc(C#N)cc3)s2)o1,?,-5%,7%,?,23%[1.9 µM],-6%,-6%,-14%
Cc1ccc2nc(N/N=C/c3ccccc3F)nc(-c3ccccc3)c2c1,?,-3%,0%,?,-6%[10 µM],?,-19%,-4%
Cc1ccc(/C=c2/sc3n(c2=O)CCCN=3)o1,14%,?,13µM*,?,7%[10 µM],?,-13%,3.5µM*
CC(C)C[C@@H](CC(=O)N[C@@H](CCC(=O)O)CC(=O)O)NC(=O)[C@@H]1CCCC[C@H]1NC(=O)C[C@H](CCCN)NC(=O)C[C@H](Cc1c[nH]c2ccccc12)NC(=O)[C@@H]1CNCC[C@H]1N,nt,0%,-4%,1%,6%[1.9 µM],-5%,-4%,?
COc1cccc(NC(C(=O)Nc2cccc(C(C)=O)c2)c2ccccc2)c1 (stereo unspecified),14%,5%,9%,3%,6%[10 µM],5%,2%,-3%
CC(C(=O)NN)n1nnc(N2CCOCC2)n1 (stereo unspecified),-1%[9.22 µM],-2%,nt,29%,21%[10 µM],-6%,-5%,nt
COc1ccc(N2CCN(CC(=O)Nc3ccccc3SC)CC2)cc1,5%,-7%,-23%,-11%,8%[10 µM],?,-19%,2%
O=c1[nH]c2cc3c(cc2cc1CN(Cc1cccs1)Cc1nnnn1Cc1ccco1)OCCO3,28%,?,-11%,?,-51%[inhibitor],?,-26%,?
Cc1noc(C)c1CSc1nc2ccccc2c(=O)n1-c1ccc(Cl)cc1,-35%,3%,11%,-10%,-19%,-7%,-11%,6%
COc1ccccc1C(=O)N1CCN(c2ccccn2)CC1,4%,11%,-5%,?,-13%,6%,6%,?
N#C/C(=C\c1c[nH]c2ccccc12)C(=O)NCC1CCCO1 (stereo unspecified),4%[9.22 µM],-3%,nt,-15%,12%[10 µM],-2%,2%,-7%
CCC(=O)Nc1nc2cc(OC)ccc2s1,-5%,-5%,?,5%,-4%,-12%,-7%,8%
N#Cc1c(-c2cccs2)cc(-c2cccs2)[nH]c1=O,12%[9.22 µM],3%,nt,?,4%[10 µM],nt,3%,nt
N#C/C(C(=O)NCc1ccccc1)=C1\SC(CCO)C(=O)N1c1ccccc1 (stereo unspecified),nt,5%,nt,-39%,nt,-9%,-2%,nt
c1ccc2c(c1)nnn1c3ccccc3nc21,-13%,3%,-49%[inhibitor],55%[activator],-32%[inhibitor],-11%,-2%,?
CC(C)NC(=O)C1CCN(C2CCN(Cc3nc(C(C)C)cs3)CC2)CC1,-5%[9.22 µM],-6%,nt,-7%,2%[10 µM],-11%,-13%,6%
c1ccc(-c2nnc(C(c3ccccc3)c3ccccc3)o2)cc1,-16%,-7%,3%,-4%,24%[10 µM],-17%,-14%,?
CCN(CC)CCN1C(=O)C(O)=C(C(C)=O)C1c1ccc(OC)c(OC)c1 (stereo unspecified),?,-10%,-6%,-16%,-4%,-16%,-14%,18µM*
CCC(C)n1cnc2c(=O)oc3ccccc3c21 (stereo unspecified),10%[9.22 µM],-2%,2%,6%,18%,-10%,-9%,14%
S=c1[nH]nc(-c2ccccc2)n1/N=C/c1c[nH]c2ccccc12,-10%,1%,-32%[inhibitor],-4%,24%[10 µM],-3%,-19%,-2%
CCN(CC)CCNC(=O)c1ccc2c(c1NCCO)C(=O)c1ccccc1C2=O,-25%[9.22 µM],0%,nt,-8%,-67%[inhibitor][10 µM],16µM*,?,nt
N#CC1=C(S)N(c2ccccc2)C(c2ccc(-c3cc(Cl)ccc3Cl)o2)NC1=O (stereo unspecified),?,?,2%,-10%,23%[10 µM],?,-16%,?
O=c1[nH]c(=O)n(Cc2ccccc2)c2c1C(C(F)(F)F)(C(F)(F)F)N=C(c1ccco1)N2,?,16%,-13%,-2%,-37%,-4%,2%,20%
O=C(Nc1ccccc1F)c1ccc([N+](=O)[O-])s1,?,0%,-55%[inhibitor],-13%,-50%[inhibitor],?,-12%,-15%
CN(Cc1ccccc1)S(=O)(=O)c1ccc2c(c1)n(C)c(=O)n2C,0%,1%,11%,0%,-15%[0.074 µM],-1%,-2%,-8%
Cc1cc(OCC(=O)c2ccc(F)cc2)ccc1N1C(=O)CCC1=O,-14%,-3%,29%,-5%,-21%,-10%,-4%,-1%
CCc1ccc(NC(=O)COC(=O)C2(c3ccc(Cl)cc3)CCCC2)cc1,-7%,-2%,-36%[inhibitor],-27%,9%[10 µM],?,-23%,?
O=C(Nc1cc2c(=O)n(-c3ccc(Oc4ccccc4)cc3)ccc2oc1=O)c1ccccc1,3%,-8%,-17%,?,-26%,1%,-1%,?
COc1ccc(-c2nnc(SC(C)C#N)o2)cc1 (stereo unspecified),-8%,2%,nt,-2%,-29%,-11%,-12%,0%
Cn1c(=O)oc2cc(S(=O)(=O)N3CCN(c4ccccc4)CC3)ccc21,5%,-14%,3%,-17%,8%,-2%,0%,?

# Not all compounds are listed (hit frequency here may not be typical).
